Screening results from PubChem BioAssay.
HT1080NT lethal: kills 2HG-producing HT-1080-NT fibrosarcoma cells; HT-1080-NT fibrosarcoma viability, CellTiter-Glo ATP luminescence, 48 h; Potency, µM (series often up to 46.1 µM), for the others: top-dose activity, negative = less viability, usual class: cytotoxic; 1.6% of 360,000 active;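 note: NT is the 2HG producing partner of a matched IDH1 knockdown line; potency is the fitted concentration of half-maximal effect; 0% = DMSO-treated cells and -100% = media-only wells without cells; nearly all actives have a fitted effect of over 55% in size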
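HT-1080-NT fibrosarcoma cells (2HG-overproducing), 750 cells/well in RPMI with 5% FBS, dosed after 2 h and incubated 48 h at 37C. CellTiter-Glo luminescence normalized to DMSO and no-cell wells; concentration-response curves fitted and classed.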
MCF10A rerep: DNA re-replication induction in MCF 10a cells; MCF 10A DNA re-replication, Hoechst nuclear intensity, 48 h; Potency, µM (titrated, usually from 46.1 µM), inactives show top-dose activity, positive = re-replication, usual class: activators; 2.9% of 350,000 active; note: potency is the fitted concentration of half-maximal effect; % of control where 0% means no effect; nearly all actives have a fitted effect of over 50% in size
ATXN2 expr inh: inhibitors of ATXN2 expression; HEK-293 ATXN2-luciferase reporter, luminescence, 24 h; 0.72% of 360,000 active; Potency, µM (titrated, usually from 57 µM), for inactives: top-dose activity change, negative = inhibition, actives largely listed as inhibitors; note: potency is the fitted concentration of half-maximal effect; % is set by controls: 0 for no effect and ±100 for the full control effect; nearly all actives have a fitted effect of over 55% in size
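ATXN2-luciferase reporter cells (luciferase flanked by upstream and downstream ATXN2 gene portions) were treated 24 h at 37 °C with compounds at up to 57 uM. SteadyGlo luminescence gave expression; GF-AFC fluorescence gave viability.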
KB-3-1 tox: KB-3-1 parental cell cytotoxicity. Potency, µM (top dose mostly 46.1 µM), for inactives: at the top dose activity change, negative = cytotoxic, usual class: cytotoxic. AID 1347075. 1.4% of 400,000 active. KB-3-1 viability, CellTiter-Glo ATP luminescence, 72 h; note: potency is the fitted concentration of half-maximal effect; % is set by controls: 0 for no effect and ±100 for the full control effect; nearly all actives have a fitted effect of over 60% in size
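Cells are dispensed, compounds pinned in, plates held at 37 °C for 72 h, then CellTiter-Glo is added and luminescence read after 10 minutes. Cell line: parental KB-3-1 in phenol-red-free DMEM, 10% FBS.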
KB-V1 MDR tox: KB-V1 MDR subline cytotoxicity. Potency, µM (highest dose often 46.1 µM), without a hit: top-dose activity change, negative = cytotoxicity, hits mostly cytotoxic. 3.4% of 400,000 active. KB-V1 MDR cells viability, CellTiter-Glo, 72 h; note: potency is the fitted concentration of half-maximal effect; % is set by controls: 0 for no effect and ±100 for the full control effect; nearly all actives have a fitted effect of over 60% in size
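Potencies derive from concentration-effect curves fitted to normalized luminescence (CellTiter-Glo) of KB-V1 cells treated for 72 h at 37 degrees C in phenol-red-free DMEM containing 10% FBS.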
IL-1B inflam inh: inhibitors of inflammasome signaling (IL-1 beta secretion); 4.7% of 360,000 active; THP-1 LPS/ATP IL-1B secretion, AlphaLISA, 16 h; active compounds read low; activity change, % at 57.5 µM; in the data active = activity change below about -50%; inconclusive = mostly about -30% to -49%; note: % is set by controls: 0 for no effect and ±100 for the full control effect
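Secreted IL-1B measured by AlphaLISA bead assay after 16 h compound exposure of THP-1 cells; compounds (final up to 57.5 uM) added 1 h before LPS (250 ng/mL) and ATP (1.25 mM) stimulation; lower signal means less secretion.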
WRN helicase inh: blocks human WRN helicase; Q14191; Potency, µM (series often up to 114 µM), for inactives: at the top dose activity change, negative = inhibition, actives largely listed as inhibitors; WRN helicase unwinding, fluorescent forked duplex, kinetic; 0.46% of 360,000 active; note: potency is the fitted concentration of half-maximal effect; % is set by controls: 0 for no effect and ±100 for the full control effect; nearly all actives have a fitted effect of over 55% in size
Target sequence (Q14191 whole entry, looked up): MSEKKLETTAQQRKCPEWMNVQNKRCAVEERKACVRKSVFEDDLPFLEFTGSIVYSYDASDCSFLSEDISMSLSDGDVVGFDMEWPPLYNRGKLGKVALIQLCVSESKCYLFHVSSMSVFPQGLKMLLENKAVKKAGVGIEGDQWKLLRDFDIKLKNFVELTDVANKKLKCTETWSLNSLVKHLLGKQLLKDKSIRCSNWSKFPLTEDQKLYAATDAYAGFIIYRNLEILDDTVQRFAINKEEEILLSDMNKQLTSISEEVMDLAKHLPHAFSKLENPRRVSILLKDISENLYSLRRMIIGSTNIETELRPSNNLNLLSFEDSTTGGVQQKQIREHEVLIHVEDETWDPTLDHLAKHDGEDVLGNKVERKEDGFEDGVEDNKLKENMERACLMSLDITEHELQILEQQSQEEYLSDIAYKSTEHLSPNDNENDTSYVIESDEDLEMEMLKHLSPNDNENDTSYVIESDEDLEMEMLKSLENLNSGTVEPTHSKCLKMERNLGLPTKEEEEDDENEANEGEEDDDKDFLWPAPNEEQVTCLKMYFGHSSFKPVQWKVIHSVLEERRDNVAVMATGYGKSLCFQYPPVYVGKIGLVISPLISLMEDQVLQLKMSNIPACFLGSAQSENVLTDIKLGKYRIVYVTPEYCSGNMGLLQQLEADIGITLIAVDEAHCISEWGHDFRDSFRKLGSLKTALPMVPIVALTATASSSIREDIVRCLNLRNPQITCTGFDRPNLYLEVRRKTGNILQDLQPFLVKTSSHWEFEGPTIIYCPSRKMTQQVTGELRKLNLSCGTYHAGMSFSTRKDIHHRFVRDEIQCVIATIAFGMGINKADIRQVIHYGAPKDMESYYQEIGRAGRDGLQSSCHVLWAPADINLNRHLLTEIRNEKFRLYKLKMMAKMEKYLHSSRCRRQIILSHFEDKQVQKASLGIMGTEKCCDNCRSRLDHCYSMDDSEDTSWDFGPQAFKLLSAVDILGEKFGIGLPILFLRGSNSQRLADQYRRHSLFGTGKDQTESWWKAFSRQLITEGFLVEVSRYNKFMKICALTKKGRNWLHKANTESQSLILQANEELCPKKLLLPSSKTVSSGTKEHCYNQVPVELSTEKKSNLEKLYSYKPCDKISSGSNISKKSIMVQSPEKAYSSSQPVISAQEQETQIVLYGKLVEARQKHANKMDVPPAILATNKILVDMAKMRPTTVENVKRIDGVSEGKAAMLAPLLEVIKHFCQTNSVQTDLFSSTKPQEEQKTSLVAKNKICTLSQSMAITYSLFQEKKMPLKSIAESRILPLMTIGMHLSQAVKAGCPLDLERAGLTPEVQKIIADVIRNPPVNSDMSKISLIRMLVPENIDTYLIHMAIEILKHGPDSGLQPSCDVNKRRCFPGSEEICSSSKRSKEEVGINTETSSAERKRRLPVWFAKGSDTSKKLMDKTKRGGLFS
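WRN at 20 nM final preincubated with compound 15 min at room temperature; reaction started with 100 nM fluorophore/quencher forked duplex oligonucleotide and 2 mM ATP final. Unwinding followed kinetically by red fluorescence (ex 525, em 598 nm).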
SW480 rereplic: inducers of DNA re-replication in SW480 colon cancer cells | SW480 DNA re-replication, Hoechst DNA content imaging, 48 h | Potency, µM (series often up to 46.1 µM), for inactives: top-dose re-replication activation, most hits filed as activators | 1.8% of 340,000 active; note: potency is the fitted concentration of half-maximal effect; % of control where 0% means no effect; nearly all actives have a fitted effect of over 55% in size
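Hoechst fluorescence of nuclei (405 nm excitation, 500-530 nm emission) measured by plate-scanning imager after 48 hr compound exposure at 37 C; re-replication scored as increased number of nuclei with elevated intensity.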
HT1080 IDH1KD tx: kills HT-1080 cells with IDH1 knockdown. HT-1080 IDH1 knockdown viability, ATP luminescence, 48 h. Potency, µM (top dose mostly 46.1 µM), inactives show at the highest dose activity, negative = toxicity, actives largely listed as cytotoxic. 2% of 360,000 active;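 note: potency is the fitted concentration of half-maximal effect; 0% = DMSO wells and -100% = cell-free medium wells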
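In this qHTS, HT-1080 cells depleted of IDH1 are exposed for 48 h at 37 °C to compound titrations. Toxicity is scored from CellTiter-Glo luminescence, with DMSO as full viability and medium alone as none.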
Starred values were filed as active, the others as inactive; i = inactive; ? = inconclusive; / = no result given; & = joins results of further samples; [ ] = another dose, or the depositor's remark. Unless noted, calls come from the whole dose curve; as a rule, active = well fitted curve in the direction sought with a large enough effect; inconclusive = small, poorly fitted or top-dose-only effect, or another doubt; inactive = no such curve, though single readings can be large; an effect the other way counts as inactive or inconclusive.

SMILES	HT1080NT lethal	MCF10A rerep	ATXN2 expr inh	KB-3-1 tox	KB-V1 MDR tox	IL-1B inflam inh	WRN helicase inh	SW480 rereplic	HT1080 IDH1KD tx
Cc1nc2c(-c3ccc(Cl)cc3)cnn2c2c1CCC2	-3%	21µM*	47%[activator]	3%	-18%	49	-4%	2%	-14%
CC1(C)OC(=O)C(=CNC(=O)c2c(F)cccc2F)C(=O)O1	2%	-37%[inhibitor]	-32%	15%	0%	28	-12%	?	3%
O=C(CNC(=O)c1ccc(Br)cc1)N/N=C/c1cccnc1	3%	1%	/	3%	-3%	54	-5%	8%	-4%
O=c1c(-c2cccnc2)nc2ccccc2n1C(CCc1ccccc1)c1nc2ccccc2[nH]1 (centres undefined)	-6%	/	/	-8%	?	?	-9%	/	-10%
C[C@@H](O)C(C(=O)N1CCNCC1)n1cc([C@@H](N)CCCCN)nn1 (some centres undefined)	24%	0%	1%	6%	-3%	31	-3%	1%	10%
COc1cccc(Cn2nnc(C(=O)Nc3ccc(C)cc3)c2N)c1	3%	16%	2%	5%	-1%	?	-4%	2%	2%
O=C(COc1ccc(-c2ccccc2)cc1)NNC(=O)NC1CCCCC1	-6%	5%	-30%	16%	?	2	-14%	0%	-17%
COc1ccc(C(C#N)N2N=C(C)CC2c2ccccc2)cc1 (centres undefined)	-1%	4%	4%	7%	0%	10	12%	-7%	12%
CCc1nnc(NC(=O)C2CCCN2S(=O)(=O)c2ccc(C)cc2)s1 (centres undefined)	3%	1%	15%	7%	-11%	26	-3%	-1%	2%
Cc1cccc(C(=O)Nc2cccc(NC(=O)c3ccccc3)c2)c1	-20%	0%	-17%	0%	-41%	-21	-18%	-2%[9.22 µM]	-22%
CC(C)N(Cc1cc2ccccc2[nH]c1=O)C(=O)c1ccco1	9%	15%	1%	-8%	-6%	8	-3%	-3%	1%
CCOC(=O)c1sc(NC(=O)CSc2n[nH]c(CC(C)C)n2)nc1C	19%	6%	9%	4%	?	-8	3%	2%	20%
O=C(Cn1nc(C(=O)O)c2ccccc2c1=O)Nc1cc(Cl)ccc1-n1cncn1	6%	3%	/	4%	?	10	6%	-4%	-1%
Cc1ccc(C(=O)NC(C(=O)Nc2ccccc2)c2ccccc2)cc1 (centres undefined)	2%	?	16%	-17%	-3%	0	-6%	13%	-7%
Cc1ccc(-c2nnc3sc(CCc4ccccc4)nn23)cc1	0%	-2%	50%[activator]	6%	-9%	0	-4%	2%	5%
CC(=O)Nc1ccc(NC(=O)CSc2nnc(NC(=O)c3ccccc3F)s2)cc1	-5%	/	/	-18%	6%	-4	-6%	/	2%
Cc1nn(C(C)C(=O)NCc2ccco2)c(=O)c2nn(-c3ccccc3)c(C)c12 (centres undefined)	-2%	-8%	4%	0%&-1%	-18%&6%	4	2%	-5%	0%
CN(Cc1ccccc1)c1nc2c(c(=O)[nH]c(=O)n2C)n1Cc1ccccc1Cl	-10%	20%	-20%	?	?	13	7%	2%	-11%
CC1(C(=O)NS(=O)(=O)c2ccccc2Cl)CCN1C(=O)C1(c2ccccc2)CCCC1 (centres undefined)	-1%	/	0%	-7%	-11%	9	4%[57.1 µM]	/	-9%
c1ccc2c(c1)-c1nc3ccccc3cc1C2N1CCOCC1 (centres undefined)	-8%	7%	13%	19%	0%	-24	-5%	-2%	-8%
COc1cccc(CN2CC(C(=O)NCCSc3nnnn3C)CCC2=O)c1 (centres undefined)	2%	-7%	0%	/	/	-5	-27%	-6%	1%
COc1ccccc1CC(NC(C)=O)C(=O)N1CCN(C(=O)c2cccs2)CC1 (centres undefined)	22%	6%	8%	0%	5%	0	-2%	-1%	18%
CCCCNC(=O)NS(=O)(=O)c1ccc(NC(=O)C(NC(N)=O)C(C)CC)cc1 (centres undefined)	?	0%	10%	18%	24%	12	1%	-92%[inhibitor]	19%
CC(NS(=O)(=O)c1c(N)n(C)c(=O)n(C)c1=O)c1ccccc1 (centres undefined)	1%	-4%	0%	-8%	-8%	i	-23%	-2%	-7%
Cc1c(NC(=O)c2ccc(NC(=O)C3CC3)cc2)cccc1C(=O)O	15%	1%	-18%	13%	0%	-4	-2%	-9%	7%
O=C(CN1C(=O)NC(Cc2ccccc2)(Cc2ccccc2)C1=O)NCC1CCCCC1	0%	-1%	0%	-14%	21µM*	-2	-6%	6%	-3%
CCSc1nnc(NC(=O)c2ccccc2C)s1	10%	2%	6%	7%	?	-14	-2%	-4%	3%
CCOC(=S)N/C(=N\S(C)(=O)=O)c1ccccc1	3%	3%	1%	9%	9%	5	6%	9%	18%
O=C(Nc1ccc(Cl)cc1)c1cccc(N2C(=O)C3C4CCC(C4)C3C2=O)c1 (centres undefined)	-6%	56%	0%	?	8.2µM*	-15	-10%	14%	-4%
NC(=NC(=O)c1ccccc1)C1=C(O)CCC1=O	-9%	-1%	2%	15%	11%	-2	5%	-1%	3%
COc1ccc(C(c2nnnn2Cc2ccc(F)cc2)N2CCN(c3ccc(OC)cc3)CC2)cc1 (centres undefined)	-7%	7%	4%	-8%	?	-22	-10%[57.1 µM]	7%	-11%
CC(C)NC(=O)NC(=O)COC(=O)CCCSc1nc2ccccc2s1	11%	1%	10%	3%	2%	22	0%	-16%	9%
O=C(Nc1ccccc1)Nc1nnc(/C=C/c2ccccc2Cl)s1	10%	4%	18%	0%	-9%	17	5%	/	10%
Cn1c(=O)[nH]c(=O)c2c1nc1n2CCN1Cc1ccccc1	4%	-3%	2%	4%	?	15	-13%	-15%	-11%
Cc1ccc2cc(C3CC(c4ccco4)=NN3C(=O)CCCC(=O)O)c(Cl)nc2c1 (centres undefined)	3%	-2%	/	11%	0%	29	5%	0%	-2%
O=C(CN1CCN(Cc2ccc(F)cc2Cl)C1=O)NCCc1ccc(Cl)cc1	5%	14%	-19%&-7%	10%&0%	-13%&0%	-27	-1%	10%	12%
Nc1nsnc1C(=O)NCCO	-3%	-1%	-3%	2%	3%	7	-7%	3%	-5%
CCn1c(CSc2nc(C)cc(C)n2)nnc1SCC(N)=O	13%	0%	-4%	0%	0%	-12	3%	8%	24%
O=C(O)CC(Cc1ccccc1)C(=O)NCC12CC3CC(CC(C3)C1)C2 (centres undefined)	-1%	1%	5%	4%	1%	5	9%	2%	9%
COc1ccccc1N(C)S(=O)(=O)c1ccc(Cl)c(C(=O)NCc2ccco2)c1	-1%	6%	-4%	-7%	-4%	0	-31%	1%	-4%
CCc1nnc(NC(=O)CSc2nc3ccccc3s2)s1	3%	8%	1%	-4%	2%	40	-1%	-7%	7%
O=c1c2[nH]c3ccc(F)cc3c2ncn1CCCn1ccnc1	-1%	-2%	-18%	-3%	1%	5	6%	-3%	-3%
S=C(Nc1cccc(Cl)c1)NC1CC2CCCC(C1)N2C1CCCC1 (centres undefined)	-4%	10%	/	-5%	19%	-7	2%	0%	-4%
COc1cccc(NC(=S)Nc2cccnc2)c1	0%	1%	2%	1%	-23%	7	-1%	-156%[inhibitor]	-8%
Cc1ccc2c(c1)N(CC(=O)NC1CCCC(C)C1C)C(=O)c1cccnc1O2 (centres undefined)	0%	0%	-3%	7%	9%	7	0%	-3%	0%
Cc1cc(NC(=O)c2ccc(NC(=O)c3cccs3)cc2)no1	1%	1%	14%	19%	15µM*	-6	-7%	-7%	-3%
O=C(COC(=O)c1ccc([N+](=O)[O-])o1)Nc1ccc(N2CCOCC2)cc1	0%	-16%	8%	1%	?	-14	3%	-17%	0%
CCOc1ccc(CNc2ccc(S(N)(=O)=O)cc2)cc1	-12%	6%	3%	-4%	17%	12	-10%	-8%	-7%
CC(=O)Nc1ccc(S(=O)(=O)Oc2ccc(N3C(=O)C4CCCCC4C3=O)cc2)cc1 (centres undefined)	-17%	9%	-5%	?	18µM*	26	-1%	-16%	-12%
COc1ccc(C(=S)N2CCCC2)cc1	-4%	14%	-14%	5%	-21%	-11	-3%	4%	-4%
CCOC(=O)/C(=C/c1ccc(F)cc1)NC(C)=O	14%	1%	-6%	10%	10%	35	-2%	-3%	16%
COc1ccccc1N1CCN(c2ccnc3cc(Cl)ccc23)CC1	3.7µM*	2.6µM*	11µM*	6.5µM*	?	40	1%	8.2µM*	7.3µM*
CC(C)C(=O)Nc1ccc(NC(=S)NC(=O)c2ccccc2F)cc1	0%	?	4%	/	/	-12	-27%	3%	-7%
O=C(OCC(=O)C12CC3CC(CC(C3)C1)C2)c1ccccc1O	-1%	11%	41%[activator]	5%	-14%	1	-12%	2%	10%
c1cc(Nc2ncnc3sc4c(c23)CCC4)ccn1	-14%	0%	-4%	-3%	15%	-6	5%	-6%	7%
COCCNC(=O)C(=O)N/N=C/c1ccccc1C(F)(F)F	25%	-1%	6%	-1%	17%	23	9%	0%	14%
NS(=O)(=O)c1ccc(CNC(=O)c2ccc(S(=O)(=O)C(F)F)cc2)cc1	25%	-5%	-11%	-5%	-10%	-2	-6%	5%	7%

In another format: results already given.
CCc1nnc(NC(=O)CSc2nc3ccccc3s2)s1
  HT1080NT lethal: 3%; MCF10A rerep: 8%; ATXN2 expr inh: 1%; KB-3-1 tox: -4%; KB-V1 MDR tox: 2%; IL-1B inflam inh: 40; WRN helicase inh: -1%; SW480 rereplic: -7%; HT1080 IDH1KD tx: 7%

O=c1c2[nH]c3ccc(F)cc3c2ncn1CCCn1ccnc1
  HT1080NT lethal: -1%; MCF10A rerep: -2%; ATXN2 expr inh: -18%; KB-3-1 tox: -3%; KB-V1 MDR tox: 1%; IL-1B inflam inh: 5; WRN helicase inh: 6%; SW480 rereplic: -3%; HT1080 IDH1KD tx: -3%

S=C(Nc1cccc(Cl)c1)NC1CC2CCCC(C1)N2C1CCCC1 (centres undefined)
  HT1080NT lethal: -4%; MCF10A rerep: 10%; ATXN2 expr inh: /; KB-3-1 tox: -5%; KB-V1 MDR tox: 19%; IL-1B inflam inh: -7; WRN helicase inh: 2%; SW480 rereplic: 0%; HT1080 IDH1KD tx: -4%

Compounds as they come, and some 12% of all compounds hit somewhere here.
